# MCF10A rereplic: A quantitative high throughput screen for small molecules that induce DNA re-replication in MCF 10a normal breast cells. AID 624296, 2012. MCF 10A DNA re-replication, Hoechst nuclear intensity, 48 h. actives 2.9% (n = 350,000). Potency, µM (titrated, usually from 46.1 µM), for inactives: top-dose activity, positive = re-replication, usual class: activators; note: potency is the fitted concentration of half-maximal effect; % of control where 0% means no effect; nearly all actives have a fitted effect of over 50% in size
# SW480 rerep: A quantitative high throughput screen for small molecules that induce DNA re-replication in SW480 colon adenocarcinoma cells | SW480 DNA re-replication, Hoechst DNA content imaging, 48 h | Potency, µM (series often up to 46.1 µM), for the others: top-dose re-replication activation, usual class: activators | actives 1.8% (n = 340,000) | AID 624297, 2012; note: potency is the fitted concentration of half-maximal effect; % of control where 0% means no effect; nearly all actives have a fitted effect of over 55% in size
#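 Compounds, transferred as 23 nL by pin tool, were incubated with cells for 48 hr; DNA content per nucleus was then quantified by Hoechst staining and fluorescence plate imaging.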
# GLP1R cytotox: qHTS of GLP-1 Receptor Inverse Agonists: Cytotox Screen; actives 0.13% (n = 410,000); AID 624418, 2012; HEK293 cAMP-luciferase reporter cells, luminescence, 24 h; Potency, µM (series often up to 38.3 µM), for the others: top-dose activity change, negative = inhibition, usual class: inhibitors;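 note: loss of luciferase light is scored as toxicity; potency is the fitted concentration of half-maximal effect; % is set by controls: 0 for no effect and ±100 for the full control effect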
#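 Cells in DMEM/10% Nu serum/1% pen-strep, 1536-well format. Pre-incubated 12 h, dosed with 23 nL compound, incubated a further 24 h. Luciferase detection, 12 min at room temp, luminescence.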
# IL1B secr inh: qHTS for Inhibitors of Inflammasome Signaling: IL-1-beta AlphaLISA Primary Screen; activity change, % at 57.5 µM; actives 4.7% (n = 360,000); THP-1 LPS/ATP IL-1B secretion, AlphaLISA, 16 h; active compounds read low; in the data active = activity change below about -50%; inconclusive = mostly about -30% to -49%; note: % is set by controls: 0 for no effect and ±100 for the full control effect
#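 Secreted IL-1B measured by AlphaLISA bead assay after 16 h compound exposure of THP-1 cells; compounds (final up to 57.5 uM) added 1 h before LPS (250 ng/mL) and ATP (1.25 mM) stimulation; lower signal means less secretion.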
# HT1080 IDH1KD tx: qHTS for induction of synthetic lethality in tumor cells producing 2HG: qHTS for the HT-1080-IDH1KD cell line; HT-1080 IDH1 knockdown viability, ATP luminescence, 48 h; Potency, µM (top dose mostly 46.1 µM), inactives show at the highest dose activity, negative = toxicity, actives largely listed as cytotoxic; actives 2% (n = 360,000); AID 686971, 2013;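 note: potency is the fitted concentration of half-maximal effect; 0% = DMSO wells and -100% = cell-free medium wells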
#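 IDH1KD HT-1080 cells, 750/well, RPMI + 5% FBS; compound pinned after 2 h settling; 48 h, 37 °C; CellTiter-Glo luminescence; % activity normalised to DMSO and no-cell wells; curves fitted, classed by r2 and efficacy.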
# KB-V1 MDR tox: qHTS assay for MDR1-selective chemotherapeutics: Primary screen using the drug-selected MDR subline cells KB-V1; actives 3.4% (n = 400,000); AID 1347076, 2019; KB-V1 MDR cells viability, CellTiter-Glo, 72 h; Potency, µM (series often up to 46.1 µM), without a hit: top-dose activity change, negative = cytotoxicity, actives largely listed as cytotoxic; note: potency is the fitted concentration of half-maximal effect; % is set by controls: 0 for no effect and ±100 for the full control effect; nearly all actives have a fitted effect of over 60% in size
#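 KB-V1 MDR subline cells in DMEM (phenol-red free, 10% FBS) exposed to compounds in qHTS concentration series for 72 h at 37 degrees C. Viability read by CellTiter-Glo luminescence; concentration-effect curves fitted after normalization and correction.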
# KB-3-1 tox: qHTS assay for MDR1-selective chemotherapeutics: Primary screen using the parental adenocarcinoma cell KB-3-1; AID 1347075, 2019; KB-3-1 viability, CellTiter-Glo ATP luminescence, 72 h; Potency, µM (titrated, usually from 46.1 µM), for inactives: at the top dose activity change, negative = cytotoxic, actives largely listed as cytotoxic; actives 1.4% (n = 400,000); note: potency is the fitted concentration of half-maximal effect; % is set by controls: 0 for no effect and ±100 for the full control effect; nearly all actives have a fitted effect of over 60% in size
#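 KB-3-1 cells, DMEM (no phenol red) + 10% FBS; compound by pin transfer, 72 h, 37 °C. Readout: CellTiter-Glo luminescence after 10 min. Data normalized, curve-fitted.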
# DRD3 agonist: qHTS of D3 Dopamine Receptor Agonist: qHTS. D3R DiscoveRx beta-arrestin cells, luminescence, 90 min. max activation, %. actives 0.58% (n = 410,000); in the data active = max activation above about 30%; note: 0% is about no effect; mostly tested at two doses, the higher about 12 µM
# Target sequence (P35462 whole entry, looked up): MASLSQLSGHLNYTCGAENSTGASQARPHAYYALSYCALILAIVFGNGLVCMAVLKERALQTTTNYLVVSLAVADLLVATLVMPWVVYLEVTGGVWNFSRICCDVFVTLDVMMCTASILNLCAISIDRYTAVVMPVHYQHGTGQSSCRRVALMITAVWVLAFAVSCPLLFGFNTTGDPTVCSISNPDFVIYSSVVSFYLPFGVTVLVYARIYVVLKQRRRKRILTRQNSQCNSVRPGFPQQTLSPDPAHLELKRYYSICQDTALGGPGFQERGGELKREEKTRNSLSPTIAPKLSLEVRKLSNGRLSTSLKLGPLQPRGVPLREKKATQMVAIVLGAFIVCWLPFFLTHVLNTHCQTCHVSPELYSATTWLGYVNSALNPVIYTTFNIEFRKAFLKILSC
#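 Agonist-mode cell screen: cells plated at 1500/well and incubated overnight at 37 °C, then exposed to library compounds for 90 min at 37 °C. Detection reagent was added for 30–60 min at room temperature, and luminescence was read.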
# HT1080-NT tox: qHTS for induction of synthetic lethality in tumor cells producing 2HG: qHTS for the HT-1080-NT fibrosarcoma cell line; HT-1080-NT fibrosarcoma viability, CellTiter-Glo ATP luminescence, 48 h; Potency, µM (doses to about 46.1 µM), inactives show top-dose activity, negative = less viability, usual class: cytotoxic; actives 1.6% (n = 360,000);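 note: NT is the 2HG producing partner of a matched IDH1 knockdown line; potency is the fitted concentration of half-maximal effect; 0% = DMSO-treated cells and -100% = media-only wells without cells; nearly all actives have a fitted effect of over 55% in size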
#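 Toxicity toward the 2HG-producing NT line was scored as %Activity, normalised to DMSO and no-cell wells, from CellTiter-Glo luminescence after 48 hours' treatment.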
# Numbers without * were called inactive; i = inactive; ? = inconclusive; · = not tested or not shown; [ ] = dose if it differs, or a comment. Unless noted, calls come from the whole dose curve; as a rule, active = well fitted curve in the direction sought with a large enough effect; inconclusive = small, poorly fitted or top-dose-only effect, or another doubt; inactive = no such curve, though single readings can be large; an effect the other way counts as inactive or inconclusive. Hits appear at their usual frequency; about 11% have a hit in one of these screens.
no.	SMILES	MCF10A rereplic	DRD3 agonist	SW480 rerep	IL1B secr inh	HT1080-NT tox
1	OC(c1ccccc1)(c1nc(-c2cccc(F)c2)cs1)C(F)(F)F (stereo not drawn)	·	-2	·	3	18µM*
2	CC(=O)Nc1ccc(S(=O)(=O)N2CCCN(S(=O)(=O)c3ccc(C)cc3)CC2)cc1	?	20	1%	14	4%[9.24 µM]
3	CCOC(=O)c1csc(CCNC(=O)c2oc3c(Cl)cc(C)cc3c2C)n1	-9%	-3	0%	i	3%
4	COc1ncnc2sc(-c3ccccc3)cc12	-1%	-2	2%	-10	3%
5	Cc1nc(-c2ccc(Cl)cc2)sc1C1(C)CC(c2cccc([N+](=O)[O-])c2)=NO1 (stereo not drawn)	10%	6	0%	-4	9%
6	COc1cccc(CC2(CO)CCCN(Cc3cn[nH]c3-c3ccc(F)cc3)C2)c1 (stereo not drawn)	?	-1	0%	?	-6%
7	O=C1CC(N2CCOCC2)C(=O)N1c1cccc(Cl)c1 (stereo not drawn)	-2%	-9	1%	0	15%
8	CCCCC(=O)Nc1ccc(NC(=O)c2cccnc2)cn1	-7%	0	-10%[9.22 µM]	-9	8%
9	COc1ccc(CNC(=O)c2cc3c(s2)CS(=O)C3)cc1 (stereo not drawn)	0%	1	-12%	-1	13%
10	O=C(c1cc(COc2ccc(F)cc2F)on1)N1CCN(C2CCCC2)C(=O)C1	12%	-1	-7%	-4	3%
11	O=C1CC(c2ccccc2)C(C(=O)O)N1 (stereo not drawn)	-8%	5	1%	0	0%
12	Cc1ccc(NC(=O)c2oc3ccc(Br)cc3c2C)cc1S(=O)(=O)N1CCOCC1	-1%	-9	-4%	0	14%

no.	HT1080 IDH1KD tx	KB-3-1 tox	KB-V1 MDR tox	GLP1R cytotox
1	?	0%	2%	1%
2	?	-18%	-22%	-14%
3	-2%	-4%	-21%	-6%
4	-24%	-10%	?	4%
5	10%	14%	-1%	1%
6	-2%	2%	?	-1%
7	12%	-2%	-4%	-9%
8	8%	-10%	4%	-4%
9	1%	-4%	-16%	-10%
10	2%	-15%	5.2µM*	7%
11	15%	10%	0%	-20%
12	17%	21%	11%	-18%

# Pulled by compound from above (2):
no.	SMILES	MCF10A rereplic	DRD3 agonist	SW480 rerep	IL1B secr inh	HT1080-NT tox
4	COc1ncnc2sc(-c3ccccc3)cc12	-1%	-2	2%	-10	3%
1	OC(c1ccccc1)(c1nc(-c2cccc(F)c2)cs1)C(F)(F)F (stereo not drawn)	·	-2	·	3	18µM*

no.	HT1080 IDH1KD tx	KB-3-1 tox	KB-V1 MDR tox	GLP1R cytotox
4	-24%	-10%	?	4%
1	?	0%	2%	1%

# Following part.
no.	SMILES	MCF10A rereplic	DRD3 agonist	SW480 rerep	IL1B secr inh	HT1080-NT tox
13	CC(=O)c1ccc(NC(=O)c2ccc(CNc3c(N4CCCC4)c(=O)c3=O)cc2)cc1	0%	-1	24%	4	2%
14	CCc1cccc2c(C=C(C#N)C#N)cn(CC(=O)N3CCCCCC3)c12	-10%	-14	27%	0	0%
15	COc1ccc(OCC(O)CNC(=O)c2ccccc2C(=O)O)cc1 (stereo not drawn)	-6%	1	0%[9.22 µM]	15	19%
16	N=c1n(CCN2CCCCC2)c2ccccc2n1CC(O)c1ccco1 (stereo not drawn)	7%	-6	2%	-8	-15%
17	COc1ccccc1CNC(=O)COC(=O)Cc1cccs1	-2%	0	-2%	4	-2%
18	COc1cc(C2C(C#N)=C(N)N(Nc3ccccc3)C3=C2C(=O)CC(C)(C)C3)ccc1OCc1cccc(F)c1 (stereo not drawn)	?	-6	?	-52*	?
19	COc1ccc(N2CCN(Cc3cc4c(cc3Br)OCCO4)CC2)cc1	13%	-23	2%	-68*	-16%
20	O=C(O)c1cccc2c1C(=O)N(CC1CCCO1)C2 (stereo not drawn)	5%	2	-4%	9	5%
21	O=C(Nc1ccccc1)C1Cc2c(-c3ccc4c(c3)OCO4)ccnc2O1 (stereo not drawn)	·	-1	·	?	-14%
22	COc1ccccc1-c1csc(C(C)(O)c2cccc(F)c2)n1 (stereo not drawn)	·	-11	·	27	-27%
23	Cc1ccc(S(=O)(=O)N2CC[C@H]3[C@@H](C2)C(=O)C[C@@H](c2ccccc2)N3S(=O)(=O)c2ccc(C)cc2)cc1	·	-6	·	0	2%
24	COc1ccc(OC)c(NC(=O)Cn2c(=O)n(-c3cccc(C)c3)c(=O)c3c2c2cc(C)ccc2n3C)c1	·	8	·	·	·

no.	HT1080 IDH1KD tx	KB-3-1 tox	KB-V1 MDR tox	GLP1R cytotox
13	10%	-4%	9%	-5%
14	6%	17%	?	-27%
15	11%	11%	3%	6%
16	-7%	-12%	0%	-51%
17	17%	4%	-12%	9%
18	?	-6%	0%	-7%
19	-17%	?	?	-7%
20	-6%	-3%	?	5%[7.66 µM]
21	-12%	0%	-4%	-1%
22	?	0%	0%	1%
23	1%	0%	10%	2%
24	·	7%	-5%	5%

# Next part.
no.	SMILES	MCF10A rereplic	DRD3 agonist	SW480 rerep	IL1B secr inh	HT1080-NT tox
25	CN(C)Cc1ccccc1Cc1ccccc1	-14%	-2	-133%[inhibitor]	-1	7%
26	Cc1ccc(-c2csc(Nc3ccccn3)n2)cc1	?	3	13%	-77*	?
27	Cc1ccccc1C(=O)NCC(=O)O	6%	3	-38%[inhibitor]	16	1%
28	CC(=O)Nc1cccc(NC(=O)c2sc3ncn(CC(=O)N4CCCCC4)c(=O)c3c2C)c1	19%	-7	2%	-8	-3%
29	COc1ccccc1-c1nnc(NC(=O)C2=COCCO2)o1	-1%	-8	·	0	1%
30	CCOC(=O)c1c[nH]c2c(C(=O)c3ccccc3)cc(Cl)cc2c1=O	4%	-5	-13%	33	-1%
31	O=C(CNC(=O)c1ccc(Cl)cc1)OCN1C(=O)c2ccccc2C1=O	1%	-8	-1%	4	-5%
32	CC(C)c1cc(CNC(=O)c2cc(COc3cncc(Cl)c3)on2)on1	0%	-2	0%	-9	-4%
33	Cc1nc2c(Cl)cccc2c2c1CC(CBr)O2 (stereo not drawn)	4%	2	3%	24	-8%
34	CCCC(=O)Nc1ccc(-c2nc3cc(C)ccc3o2)cc1	-1%	1	-5%[9.22 µM]	57	-3%
35	CCCCOc1ccc(-c2nonc2NC(=O)c2ccco2)cc1	·	3	·	·	·
36	COc1ccc(NC(=O)C(c2ccncc2)n2c(=O)c(-c3ccccc3)nc3ccccc32)cc1 (stereo not drawn)	·	-7	·	-56*	-23%

no.	HT1080 IDH1KD tx	KB-3-1 tox	KB-V1 MDR tox	GLP1R cytotox
25	3%	2%	-3%	0%
26	-28%	-8%	0%	-2%
27	12%	-2%	15%	-7%
28	-6%	24%	-11%	0%
29	1%	1%	?	-11%
30	7%	?	-21%	-11%
31	9%	·	·	-2%
32	0%	-4%	-19%	-1%
33	-9%	?	1%	3%
34	-5%	0%	-22%	-13%
35	·	-23%	-2%	5%
36	?	12%	1%	-12%

# Next part:
no.	SMILES	MCF10A rereplic	DRD3 agonist	SW480 rerep	IL1B secr inh	HT1080-NT tox
37	O=C(COC(=O)c1cnccn1)Nc1ncc(Cl)cc1Cl	0%	3	-8%	4	20%
38	COc1cccc(N2CCN(C(=O)c3ccc4nc[nH]c4c3)CC2)c1	-1%	19	-3%	35	-4%
39	CC1CCCN(C(=O)COC(=O)Cn2cnc3ccccc32)C1 (stereo not drawn)	5%	-10	-10%	20	-7%
40	CCCN(CC(=O)Nc1ccccc1C)C(=O)c1oc2ccc(OCC)cc2c1C	15%	2	2%	-13	8%
41	Cc1ccc(-c2nn3c(=O)c(C)nnc3s2)cc1	2%	8	1%	-6	13%
42	CN1/C(=C/c2cccc[n+]2CCO)Sc2ccccc21	18%	-4	3%	-1	-2%
43	COc1ccc(OC)c(C(C)NC(=O)Nc2ccccc2)c1 (stereo not drawn)	6%	-3	0%	-17	-2%
44	Cc1ccc(-c2nc3cc(N)ccc3o2)cc1	?	1	-7%	-9	-13%
45	CCOc1ccc(S(=O)(=O)NNS(=O)(=O)c2ccc(C)cc2C)cc1	?	2	7%	-4	1%
46	O=C(NNC(=O)c1cccc2ccccc12)c1ccc(Cl)cc1	-1%	-3	-9%	-13	1%
47	COC(=O)c1ccc(/C=N/Nc2nc(C)c(C)s2)cc1	23µM*	-2	?	·	0%

no.	HT1080 IDH1KD tx	KB-3-1 tox	KB-V1 MDR tox	GLP1R cytotox
37	5%	-4%	2%	-6%
38	2%	3%	0%	3%
39	0%	-6%	?	-5%
40	-1%	9%	?	-5%
41	18%	9%	8%	3%
42	-4%	?	-3%	-1%
43	-2%	-2%	8%	4%
44	-11%	-3%	-15%	10%
45	11%	-4%	5%	0%
46	17%	0%	0%	-3%
47	1%	18%	-4%	0%

# Ordered by heavy-atom count (lowest first): three of the compounds above.
no.	SMILES	MCF10A rereplic	DRD3 agonist	SW480 rerep	IL1B secr inh	HT1080-NT tox
47	COC(=O)c1ccc(/C=N/Nc2nc(C)c(C)s2)cc1	23µM*	-2	?	·	0%
38	COc1cccc(N2CCN(C(=O)c3ccc4nc[nH]c4c3)CC2)c1	-1%	19	-3%	35	-4%
40	CCCN(CC(=O)Nc1ccccc1C)C(=O)c1oc2ccc(OCC)cc2c1C	15%	2	2%	-13	8%

no.	HT1080 IDH1KD tx	KB-3-1 tox	KB-V1 MDR tox	GLP1R cytotox
47	1%	18%	-4%	0%
38	2%	3%	0%	3%
40	-1%	9%	?	-5%

# Screening results (PubChem BioAssay)
